# High-throughput results: PubChem, Sanford-Burnham Center for Chemical Genomics
# HEK293 NOD2/NF-kB: inhibition of NOD2-driven NF-kB reporter – cell-based, luminescence, uHTS, HEK293 (AID 1566). HEK293 NOD2/NF-kB luciferase reporter, luminescence; higher % means a stronger effect. one-dose inhibition, % at 4 µM; EC50 in µM for titrated hits. 0.63% of 290,000 active; in the data active = inhibition above about 50%; also: many of its hits are not listed in these tables
# NOD1 NF-kB reporter: NOD1 signaling inhibitors, primary screen, cell-based, luminescence, uHTS (AID 1578) | one-dose inhibition, % at 4 µM; EC50 in µM for titrated hits | 1% of 290,000 active | NOD1-driven NF-kB luciferase reporter cells, luminescence; higher % means a stronger effect; in the data active = inhibition mostly above about 36%, no sharp cut-off; inactive = mostly below about 34%;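 also: HEK-293T reporter cells stimulated with the NOD1 agonist gamma-tri-DAP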
# * = called active by the depositor. Not all compounds are listed; count on the stated rates, not on these rows.
SMILES,HEK293 NOD2/NF-kB,NOD1 NF-kB reporter
Cc1ccc(NC(=O)CS(=O)c2ccccc2N)c(C)c1 (centres undefined),-23%,-78%
COc1ccc(COC(=O)C2=C(C)NC(=O)NC2c2ccc(OC)c(OC)c2)cc1 (centres undefined),4%,-20%
Nc1ncc(Br)cc1S(=O)(=O)N1CCCCCC1,13%,4%
Cc1ccc(S(=O)(=O)N2CCCCCC2)cc1C(=O)NCc1ccccn1,13%,-18%
NC(=O)NCCCC(=O)NCC(c1ccccc1Cl)c1c[nH]c2ccccc12 (centres undefined),5%,6%
NC(=O)c1ccccc1NC(=O)CC12CC3CC(CC(Br)(C3)C1)C2,-9%,26%
Cc1c(Cl)cccc1-c1ccc(CNCc2ccccn2)o1,-11%,-47%
CCOC(=O)Cn1cnc2c(cnn2-c2ccccc2)c1=O,-5%,-19%
CCCC(=O)Nc1cc(-c2nc3ncccc3o2)ccc1Cl,6%,23%
Cc1cc(OC(C)C(=O)N(Cc2ccco2)C2CCS(=O)(=O)C2)cc(C)c1Cl (centres undefined),-4%,-26%
CC(C)c1ccc(NC(=S)Nc2cccc3ccccc23)cc1,-2%,1%
Cc1cccc(NC(=O)c2ccc3nccnc3c2)c1C,15%,15%
Cc1c(C(=O)NCc2ccc(F)cc2)oc2ccc(S(=O)(=O)N3CCOCC3)cc12,20%,-5%
CCN(CC(=O)NCCc1ccc(S(N)(=O)=O)cc1)Cc1ccccc1,-1%,-15%
O=C(NNC(=O)c1cc2ccccc2cc1O)Nc1ccc(F)cc1F,20%,2%
N#CCc1ccc(OC(=O)c2cnccc2C(F)(F)F)cc1,12%,-1%
CN1CCN(C(=O)c2ccc(CS(=O)Cc3ccc(Cl)cc3)o2)CC1 (centres undefined),1%,-17%
COc1ccc(CN(C)S(=O)(=O)c2nnc(NC(=O)c3ccc(C)cc3)s2)cc1OC,36%,19%
NC(=O)CCN1CCN(S(=O)(=O)/C=C/c2ccccc2)CC1,-1%,-18%
CSc1ccccc1OCc1cc(C(=O)NCCN2CCCc3ccccc32)no1,-3%,-36%
Cc1ccccc1CNC(=O)C1CCCN(c2nnc(C)c3c(C)n(-c4ccccc4)nc23)C1 (centres undefined),42%,11%
CC(=O)c1ccc(S(=O)(=O)N2CCN(C(=O)CSc3ccc(C)c(C)c3)CC2)cc1,-8%,4%
CC(=O)N1CC(C)Sc2ccc(S(=O)(=O)NC(C)c3ccccc3)cc21 (centres undefined),34%,32%
COc1cccc(OC)c1C(=O)Nc1ccc2c(c1)CCCN2S(=O)(=O)c1ccc(C)cc1,23%,0%
CNC(=O)CSc1nc2cccnc2n1-c1ccc(F)cc1,4%,7%
CCc1ccccc1NC(=O)NCc1ccccn1,-6%,-19%
Cc1ccc(C(=O)NC(=S)N2CCN(c3cc(C)ccc3C)CC2)cc1,2%,55%*
COc1ccc(CNC(=O)c2ccc(CS(=O)Cc3ccc(Cl)cc3)o2)cc1 (centres undefined),7%,-45%
O=C(NCC1CCCO1)c1cccc(C(=O)NCC2CCCO2)c1 (centres undefined),2%,-34%
CCn1c(CNC(=O)C2CCCCC2)cc2ccccc21,-4%,-30%
COc1cccc(CNC(=O)N2CCN(S(=O)(=O)c3ccc(C)cc3)CC2)c1,4%,5%
O=C(CCN1CCN(S(=O)(=O)c2ccc(F)cc2)CC1)Nc1ccccc1F,9%,6%
Cc1nnc(N2CCCC(C(=O)NCc3ccccc3F)C2)c2nn(-c3ccccc3)c(C)c12 (centres undefined),36%,-4%
Cc1nc([N+](=O)[O-])cn1Cc1cccc2ccccc12,-5%,20%
CCOC(=O)C1CCN(C/C=C/c2ccccc2[N+](=O)[O-])CC1,-9%,-7%
Cc1nonc1CC(=O)NC1CC(C)(C)Cc2c1cnn2-c1ccc(F)cc1 (centres undefined),0%,-40%

# Rewritten with the structure last: part of the list above
HEK293 NOD2/NF-kB,NOD1 NF-kB reporter,Molecule
-8%,4%,CC(=O)c1ccc(S(=O)(=O)N2CCN(C(=O)CSc3ccc(C)c(C)c3)CC2)cc1
34%,32%,CC(=O)N1CC(C)Sc2ccc(S(=O)(=O)NC(C)c3ccccc3)cc21 (centres undefined)
23%,0%,COc1cccc(OC)c1C(=O)Nc1ccc2c(c1)CCCN2S(=O)(=O)c1ccc(C)cc1
4%,7%,CNC(=O)CSc1nc2cccnc2n1-c1ccc(F)cc1
-6%,-19%,CCc1ccccc1NC(=O)NCc1ccccn1
2%,55%*,Cc1ccc(C(=O)NC(=S)N2CCN(c3cc(C)ccc3C)CC2)cc1
7%,-45%,COc1ccc(CNC(=O)c2ccc(CS(=O)Cc3ccc(Cl)cc3)o2)cc1 (centres undefined)

# Next part.
SMILES,HEK293 NOD2/NF-kB,NOD1 NF-kB reporter
COC(=O)c1ccc(COc2ccc(C)c(C)c2)o1,-58%,-1%
CCOc1ccc(OCC)c(NC(=O)CCNS(=O)(=O)c2cc(Br)cnc2N)c1,-1%,-3%
CCCCOc1ccc(C(=O)N2CCNC(=O)C2CC(=O)OC(C)C)cc1 (centres undefined),-11%,7%
CCOc1cc(NC(=O)Nc2ccccc2)c(OCC)cc1NC(=O)CC,6%,-39%
O=C(NCC(=O)N1CCOCC1)c1ccc(Br)cc1,-3%,-28%
Cc1ccc(NS(=O)(=O)c2c(C)[nH]c(C)c2C(=O)N2CCCCC2)c(C)c1,9%,-19%
COc1ccc(C(=O)NCCCSC)cc1OC1CCN(C(C)C)CC1,1%,-5%
O=C(O)C1CCN(S(=O)(=O)c2ccc(N3CCCC3C(=O)O)c([N+](=O)[O-])c2)CC1 (centres undefined),15%,-6%
COC(=O)c1ccccc1NC(=O)c1cc(-c2ccco2)on1,-2%,-18%
Cc1cc(F)ccc1NC(=O)C1CCN(S(=O)(=O)c2ccc3c(c2)CCCC(=O)N3)CC1,8%,1%
COc1ccc(S(=O)(=O)N2CCOC2CNC(=O)C(=O)NCc2ccccc2OC)cc1 (centres undefined),12%,22%
COc1ccccc1CNS(=O)(=O)c1c(C(=O)N2CCCCCC2)c(C)n(C)c1C,14%,-17%
NS(=O)(=O)c1ccc(CCNc2ccc(C(F)(F)F)cn2)cc1,10%,-5%
COc1ccc(CNC/C=C/c2ccccc2)cc1,2%,-6%
CCN(c1ccc(OC)cc1)S(=O)(=O)c1nnc(NC(=O)CC(C)C)s1,16%,-9%
Cc1csc(NC(=O)c2ccc(Cn3nc(C)c(Br)c3C)o2)n1,28%,16%
CCOC(=O)C(Cc1ccccc1)NC(=O)CCCC(=O)c1ccccc1 (centres undefined),-6%,-5%
CCOc1ncc(S(=O)(=O)N2CCN(CC)CC2)cc1C(=O)O,16%,-7%
COc1ccc(-c2nc3c(c(=O)[nH]c(=O)n3Cc3ccccc3)n2CCO)cc1,8%,-15%
O=C(Oc1ccc(Oc2ccccc2)cc1)N1CCC(O)CC1,-16%,-20%
CCC(=O)N1CCc2cc(S(=O)(=O)CCC(=O)NCCc3ccc(S(N)(=O)=O)cc3)ccc21,20%,-4%
CCCOc1cccc(C(=O)NCCNC(=O)c2ccco2)c1,7%,-18%
O=C(CSc1nnc(CNC(=O)c2ccc(F)cc2)o1)Nc1nccs1,-5%,-41%
COc1ccc(C)cc1S(=O)(=O)NCc1cccs1,-2%,-32%

# Structures from the list above with a Cl atom:
SMILES,HEK293 NOD2/NF-kB,NOD1 NF-kB reporter
NC(=O)NCCCC(=O)NCC(c1ccccc1Cl)c1c[nH]c2ccccc12 (centres undefined),5%,6%
Cc1c(Cl)cccc1-c1ccc(CNCc2ccccn2)o1,-11%,-47%
CCCC(=O)Nc1cc(-c2nc3ncccc3o2)ccc1Cl,6%,23%
Cc1cc(OC(C)C(=O)N(Cc2ccco2)C2CCS(=O)(=O)C2)cc(C)c1Cl (centres undefined),-4%,-26%
CN1CCN(C(=O)c2ccc(CS(=O)Cc3ccc(Cl)cc3)o2)CC1 (centres undefined),1%,-17%
COc1ccc(CNC(=O)c2ccc(CS(=O)Cc3ccc(Cl)cc3)o2)cc1 (centres undefined),7%,-45%

# Further structures.
SMILES,HEK293 NOD2/NF-kB,NOD1 NF-kB reporter
CC(C)(C)NC(=O)CN(C(=O)CNC(=O)c1cccs1)c1ccccc1F,8%,-18%
COc1ccc(Cl)cc1NC(=O)CN(C)C(=O)C12CC3CC(CC(Cl)(C3)C1)C2,18%,-15%
Cc1nc2oc3ccc(F)cc3c(=O)c2cc1C(=O)O,3%,4%
CCN(CC)S(=O)(=O)c1ccc(C(=O)NC2=NCCS2)cc1,21%,-5%
CCc1cc2c3c(c(=O)oc2cc1OC(C)C(=O)O)CCCC3 (centres undefined),-3%,-30%
COc1ccc(NC2CCCN(C(=O)CCC3=NNC(=O)CC3)C2)cc1 (centres undefined),0%,-28%
C/C(N)=C(/C#N)C(=O)CN1C(=O)NC(Cc2c[nH]c3ccccc23)C1=O (centres undefined),7%,-4%
COc1ccccc1NC(=O)C1CCN(C(=O)NCc2ccccc2)CC1,12%,-17%
O=C(NC1CCCCNC1=O)c1ccco1 (centres undefined),2%,-7%
CCOc1ccc(CCNC(=O)Cc2ccc(NC(=O)C3=C(C)OCCS3)cc2)cc1,6%,-27%
CCOc1ccccc1NC(=O)c1cccc(N2C(=O)CCC2=O)c1,-18%,-34%
CCOc1ccc(C(=O)OCC(=O)NCCCc2ccccc2)cc1,-4%,-5%

# 2 entries drawn at random from the list so far:
SMILES,HEK293 NOD2/NF-kB,NOD1 NF-kB reporter
CCN(CC)S(=O)(=O)c1ccc(C(=O)NC2=NCCS2)cc1,21%,-5%
COc1ccc(NC2CCCN(C(=O)CCC3=NNC(=O)CC3)C2)cc1 (centres undefined),0%,-28%

# (further entries)
SMILES,HEK293 NOD2/NF-kB,NOD1 NF-kB reporter
COc1ccccc1N(C(=O)c1snc(C(N)=O)c1N)C(C(=O)NC1CCCC1)c1ccc2ncccc2c1 (centres undefined),23%,-24%
CC(=O)Nc1cccc(NC(=O)CSc2ccc(-c3ccco3)nn2)c1,-5%,-11%
Cc1cc2ncn(-c3ncccc3[N+](=O)[O-])c2cc1C,13%,1%
O=C(Nc1ccc2c(c1)OCCO2)c1ccc(Cl)c(Cl)c1,-86%,-13%
COc1cccc(CNC(=O)CSc2nc3ccc(C)cc3[nH]2)c1,-5%,-1%
COc1ccc(C(=O)N2CCCc3ccccc32)cc1OC,6%,-16%
CCC(=O)N1CCc2cc(Br)cc(S(=O)(=O)N3CCC(C(=O)NC(C)(C)C)CC3)c21,-5%,-6%
O=C(CN(C(=O)CNS(=O)(=O)c1ccccc1)c1ccc(F)cc1)NCc1ccco1,-1%,-7%
NC(=O)c1nsc(C(=O)N(Cc2ccc(F)cc2)C(C(=O)NC2CCCC2)c2ccco2)c1N (centres undefined),13%,-8%
COc1ccc2[nH]c3c(c2c1)CCN1C(=O)N([C@@H](C)C(=O)NC2CCCC2)C(=O)[C@]31C,6%,-14%
CC(=O)Nc1nc2ccc(S(=O)(=O)N3CCCCC3)cc2s1,-5%,-18%
COc1cccc(CNC(=O)COc2ccc(C(=O)c3ccccc3)cc2)c1,23%,4%
O=C(Nc1ccc2c(c1)CCC2)Nc1ccc(F)cc1F,-36%,-48%
COc1ccc(-n2c(NNC(C)=O)nc3sc4c(c3c2=O)CCCC4)cc1,2%,-22%
CCc1ccc(CN2CCC(n3nccc3NC(=O)c3ccccc3Cl)CC2)cc1,-3%,-10%
Cn1nc(C(=O)Nc2ccc(Cl)cc2)cc1C(=O)Nc1ccc(Cl)cc1,3%,-1%
O=C(Nc1nc2ccccc2s1)C1CCN(C(=O)c2ccco2)CC1,23%,-4%
Cc1ccccc1NC(=O)CCCCCN1C(=O)[C@@H]2Cc3ccccc3CN2C1=O,16%,9%
Cc1nc2ccccn2c1CN(C)C(=O)C1CCC(=O)N(Cc2cccc(F)c2)C1 (centres undefined),5%,-28%
Cc1cccc(OCC(=O)Nc2ccc3c(c2)nc(CCN2CCC(C)CC2)n3C)c1,11%,-21%
COc1cc(/C=C/C(=O)O)cc(S(=O)(=O)Nc2ccc3c(c2)CCC3)c1OC,7%,-26%
COc1ccccc1NC(=O)CCNS(=O)(=O)c1ccc2c(c1)CC(C)N2C(=O)C1CC1 (centres undefined),18%,0%
CCC1CCC(N2CCN(c3ccc([N+](=O)[O-])cc3)CC2)CC1 (centres undefined),-18%,-22%
CCC(=O)Nc1ccccc1N1CCN(c2ccc(F)cc2)CC1,-19%,-19%
COc1ccc(CCN2CC(C(=O)NCCc3cccnc3)CCC2=O)cc1 (centres undefined),9%,-21%
N#Cc1ccsc1NC(=O)c1cccc(-n2cnnn2)c1,-20%,-8%
Cc1ccc(NC(=O)CNC(=O)Cc2cccc3ccccc23)nc1,1%,-19%
O=C(c1ccccc1)N1N=C(c2ccccc2)CC1(O)C(F)(F)F (centres undefined),8%,-14%
C/C(=N\Nc1ccccc1)c1cccc(N)c1,1%,-40%
COc1ccc(C(=O)N/C(=C\c2ccccc2)C(=O)Nc2ccc(C(=O)O)cc2)cc1,8%,0%
Cc1cnc(=O)[nH]c1SCc1cccc([N+](=O)[O-])c1,-25%,25%
N#Cc1ccc(NC(=O)CN2CCN(c3ccccn3)CC2)cc1,13%,-1%
CN(C)S(=O)(=O)c1ccc(N2CCCC2)c(C(=O)Nc2cccc(F)c2)c1,8%,-13%
O=C(NCc1ccon1)C1CCC(=O)N(CCc2cccc(F)c2)C1 (centres undefined),6%,-30%
O=C(C1CCN(c2ncnc3c2nc2n3CCCCC2)CC1)N1CCN(c2ccc(F)cc2)CC1,37%,4%
